Assay outcomes from PubChem BioAssay.
PME-1 inh = PME-1 inhibitors via competitive probe labeling, primary screen, biochemical, fluorescence polarization, FP-Rh probe, HTS. Protein phosphatase methylesterase 1 (Homo sapiens), Q9Y570. recombinant PME-1. hit rate 0.53% among 320,000. AID 2130, 2009. inhibition, % at 5.9 µM;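 active = inhibition above the campaign mean of all compounds plus 3 SD, cut at about 26% in these data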;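 note: competitive labeling of PME-1 active site by serine hydrolase directed probe; 0% = PME-1 with DMSO and 100% = wells lacking PME-1 enzyme; inhibitors block probe labeling so polarization falls and inhibition rises; many of its hits are not listed in these tables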
Target sequence (Q9Y570 whole entry, looked up): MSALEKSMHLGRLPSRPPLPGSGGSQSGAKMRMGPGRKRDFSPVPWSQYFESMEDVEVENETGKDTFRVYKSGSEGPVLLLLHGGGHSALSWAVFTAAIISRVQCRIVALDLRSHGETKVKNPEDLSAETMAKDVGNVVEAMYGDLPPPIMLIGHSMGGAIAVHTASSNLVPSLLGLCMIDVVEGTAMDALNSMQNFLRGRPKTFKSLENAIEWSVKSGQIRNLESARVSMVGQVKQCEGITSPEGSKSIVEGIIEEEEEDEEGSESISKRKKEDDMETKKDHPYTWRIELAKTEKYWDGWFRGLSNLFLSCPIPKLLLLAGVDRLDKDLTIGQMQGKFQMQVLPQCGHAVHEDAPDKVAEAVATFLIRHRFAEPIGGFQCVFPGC
PAFAH1B3 FP inh = PAFAH1B3 enzyme inhibitors, primary screen, biochemical, fluorescence polarization, human; inhibition, % at 3.39 µM; Platelet-activating factor acetylhydrolase IB subunit alpha1 (Homo sapiens), Q15102; recombinant PAFAH1B3, FP-rhodamine probe; hit rate 0.28% among 340,000;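 active = inhibition above the screen-wide average of all tested compounds plus 3 SD, cut at about 25% in these data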;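 note: 0% = enzyme with DMSO only and 100% = wells lacking PAFAH1B3 protein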
Target sequence (Q15102 whole entry, looked up): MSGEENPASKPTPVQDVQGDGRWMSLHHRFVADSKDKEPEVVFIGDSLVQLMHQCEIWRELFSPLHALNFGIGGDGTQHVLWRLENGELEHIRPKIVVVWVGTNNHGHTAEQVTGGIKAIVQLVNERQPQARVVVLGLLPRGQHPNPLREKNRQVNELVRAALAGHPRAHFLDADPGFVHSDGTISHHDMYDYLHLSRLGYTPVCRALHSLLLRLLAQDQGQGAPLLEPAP
PAFAH1B2 FP inh = PAFAH1B2 enzyme inhibitors, primary screen, biochemical, fluorescence polarization, human; Platelet-activating factor acetylhydrolase IB subunit alpha2 (Homo sapiens), P68402; recombinant PAFAH1B2, FP-rhodamine activity probe; inhibition, % at 3.39 µM; hit rate 1.2% among 340,000; AID 492953, 2010;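 active = inhibition above the mean of all tested compounds plus 3 SD, cut at about 24% in these data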;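 note: 0% = enzyme with DMSO and 100% = wells lacking PAFAH1B2; many of its hits are not listed in these tables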
PAD4 inh = human PAD4 inhibitors, primary screen, biochemical, fluorescence polarization, 1536-well format; Protein-arginine deiminase type-4 (Homo sapiens), Q9UM07; recombinant PAD4, RCA probe fluorescence polarization; inhibition, % at 6.36 µM; hit rate 0.41% among 330,000; AID 485272, 2010;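 active = percent inhibition above a cutoff equal to the mean of all tested compounds plus 3 SD, cut at about 15% in these data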;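 note: 0% = PAD4 with RCA probe and DMSO and 100% = probe without PAD4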
LYPLA1 counter = LYPLA1 inhibitors, primary screen, counter-screen for PME1 inhibitor project, biochemical, fluorescence polarization, FP-Rh probe ABPP | Acyl-protein thioesterase 1 (Homo sapiens), O75608 | recombinant LYPLA1 | inhibition, % at 5.9 µM | hit rate 0.16% among 320,000 | AID 2174, 2009;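 active = inhibition above the mean of all tested compounds plus 3 SD, set per campaign, cut at about 14% in these data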;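 note: inhibitors block serine hydrolase probe labeling of LYPLA1 so polarization falls; 0% = enzyme with DMSO and 100% = wells lacking LYPLA1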
PREPL inh = PREPL enzyme inhibitors, primary screen, biochemical, fluorescence polarization | recombinant PREPL, fluorescence polarization activity-based probe | inhibition, % at 5.96 µM | hit rate 0.68% among 320,000 | AID 2751, 2010; in the data active = inhibition above about 43%;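 note: 0% = enzyme with DMSO and 100% = wells lacking enzyme; many of its hits are not listed in these tables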
pPAFAH inh = pPAFAH enzyme inhibitors, primary screen, biochemical, fluorescence polarization, human | Platelet-activating factor acetylhydrolase (Homo sapiens), Q13093 | recombinant pPAFAH, FP-rhodamine probe fluorescence polarization | inhibition, % at 3.39 µM | hit rate 1.5% among 330,000 | AID 463082, 2010;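 active = inhibition above the mean inhibition across the screen plus 3 SD, cut at about 25% in these data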;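 note: inhibitors block binding of the rhodamine activity-based probe so polarization drops; 0% = enzyme with DMSO and 100% = wells lacking pPAFAH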
LYPLA2 inh = LYPLA2 inhibitors, primary screen, counter-screen for PME1 inhibitor project, biochemical, fluorescence polarization, FP-Rh probe ABPP; recombinant LYPLA2; inhibition, % at 5.9 µM; Acyl-protein thioesterase 2 (Homo sapiens), O95372; hit rate 0.38% among 320,000;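 active = inhibition above the screen-wide mean plus 3 SD, limit set per campaign, cut at about 26% in these data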;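 note: 0% = LYPLA2 with DMSO and 100% = wells lacking LYPLA2 enzyme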
GSTO1 inh = inhibitors of recombinant GSTO1, primary screen, counter-screen for RBBP9 inhibitor project, biochemical, fluorescence polarization; AID 1974, 2009; inhibition, % at 5.96 µM; activity-based probe fluorescence polarization; hit rate 1.1% among 300,000;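 active = inhibition above the campaign mean inhibition plus 3 SD, cut at about 35% in these data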;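 note: 0% = GSTO1-1 with DMSO and 100% = wells lacking GSTO1-1 enzyme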
Target sequence (P78417 whole entry, looked up): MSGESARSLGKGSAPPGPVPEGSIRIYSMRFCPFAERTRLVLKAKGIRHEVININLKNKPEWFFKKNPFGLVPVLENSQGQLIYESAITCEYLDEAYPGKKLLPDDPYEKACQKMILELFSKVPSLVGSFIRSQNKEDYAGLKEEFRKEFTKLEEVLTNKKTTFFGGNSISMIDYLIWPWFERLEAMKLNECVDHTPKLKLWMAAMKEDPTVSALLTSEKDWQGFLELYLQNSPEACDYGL
Numbers without * were called inactive; . = no result given; & = joins results of further samples. Not all compounds are listed, so the mix of outcomes need not match the whole.

canonical_smiles	PME-1 inh	PAFAH1B3 FP inh	PAFAH1B2 FP inh	PAD4 inh	LYPLA1 counter	PREPL inh	pPAFAH inh	LYPLA2 inh	GSTO1 inh
Cc1ccccc1NC(=O)NC1(C(=O)NCc2ccco2)CCCCC1	-6	8	2	-3	-2	-1	-3	-5	10
COc1ccccc1CN(C)C(=O)CN1CCN(C(=O)c2cccs2)CC1	4	3	2	1	0	5	2	-1	.
Cc1ccc2nc(Nc3nc(-c4ccccc4)cc(=O)[nH]3)nc(C)c2c1	-10	-4	-1	-4	-5	-8	0	-4	0
Cc1nc2cc(Nc3nnc(-c4ccccc4)c4ccccc34)ccc2n1C	2	6	1	-1	4	22	6	0	8
O=C(Cc1ccccc1)NCCc1cccc(Cl)c1	1	-1	9	0	-2	-15	-6	1	-7
COc1ccccc1CCNC(=O)C(=O)c1cn(CC(=O)N2CCCC2)c2ccccc12	0	1	5	4	-1	-6	5	-4	-1
CCOc1ccccc1NC(=O)COc1cccnc1[N+](=O)[O-]	.	9	1	4	.	15	6	.	.
Cc1cc(-c2cn3ccccc3n2)c(C)n1-c1ccccc1	-2	1	9	9	-4	34	15	-9	9
O=[N+]([O-])c1cccc(-c2ccc(/C=N/n3c(-c4ccccc4)n[nH]c3=S)o2)c1	2	-7	-6	-6	-3	6	4	-5	-1
COC(=O)[C@@]1(Cc2ccccc2)[C@H]2C(=O)N(C)C(=O)[C@H]2[C@H]2CN=C(SC)N21	.	4	5	-6	.	.	4	.	.
COc1ccc(C2=Nc3ccccc3OC2)cc1	-1	0	2	-3	1	-8	3	0	32
CN(C)c1ccc(/C=N/NC(=O)CN(c2ccccc2Cl)S(C)(=O)=O)cc1Br	3	12	6	-6	1	13	6	-1	-1
O=C(CNS(=O)(=O)c1ccccc1F)OCC(=O)c1c[nH]c2ccccc12	-2	4	1	2	0	-3	1	0	.
Cc1cccc(C)c1NC(=O)CCCSc1nnc(-c2ccco2)o1	-6	1	1	2	2	8	-4	-5	4
C[C@H](CO)N1C[C@H](C)[C@@H](CN(C)Cc2ccncc2)Oc2c(NC(=O)C3CC3)cccc2C1=O	.	9	-1	2	.	11	3	.	.

(further entries)
canonical_smiles	PME-1 inh	PAFAH1B3 FP inh	PAFAH1B2 FP inh	PAD4 inh	LYPLA1 counter	PREPL inh	pPAFAH inh	LYPLA2 inh	GSTO1 inh
CCOC(=O)C1CCCN(Cc2nc(Cc3cccc(F)c3)no2)C1 (stereo unspecified)	7	-2	6	0	1	13	2	1	2
COc1ccc2c(c1)C(=O)/C(=C/C=C/c1ccccc1)CC2	3	2	-4	0	-2	-10	1	-7	-1
CCOC(=O)c1c(-c2ccccc2Cl)cn2ccccc12	-1	-2	3	8	2	-3	14	-5	-3
COc1ccc(NC(=S)NCCCN2CCCC2)cc1Cl	-1	-1	2	-6	1	-6	-2	3	5
N/N=C1\CCCc2nonc21	0	2	0	-1	-1	1	7	2	7
CN1C2CC(OC(=O)C(CO)c3ccccc3)CC1C1OC12 (stereo unspecified)	1&-2	10&5&5	4&0&4	0&-5	1&0	1&13	1&-3	3&1	6&1
COCCC1CCCCN1Cc1cn(-c2ccccc2)nc1-c1ccc2c(c1)OCO2 (stereo unspecified)	-4	-6	2	-4	1	-7	2	1	-4
CC1CCCC(C)N1CCCNC(=O)Cn1c(=O)c2cccn2c2cccnc21 (stereo unspecified)	-2	5	4	-6	2	8	-3	1	4
COc1ccccc1CNc1nc(S(=O)(=O)c2ccccc2)c(Cl)s1	11	0	-1	1	-4	-12	2	-8	-2
COc1cccc(C2C3=C(Nc4[nH]n(-c5ccccc5)c(=O)c42)c2ccccc2C3=O)c1 (stereo unspecified)	28*	.	.	-5	-5	22	22	-1	-60
COc1cc2c(cc1OC)CN(CC(=O)Nc1ccc(Cl)c(S(=O)(=O)N(C)C)c1)CC2	40*	1	0	-5	-1	13	3	-10	3
O=C(NC1CCCCC1)N1CCCC(c2nc(-c3cccs3)no2)C1 (stereo unspecified)	-1	-2	2	-8	5	14	3	5	3
O=C(c1ccccc1)c1ccc(OC(=O)C2CCCCC2)cc1	-3	-2	4	1	1	20	3	4	0
Cc1cc(C)cc(NC(=O)C2(c3ccccc3)CC2(Cl)Cl)c1 (stereo unspecified)	-13	-1	23	-2	-15	-4	1	-11	-14
COc1ccc(Cl)cc1NC(=O)C/C(C)=N/NC(=O)CCc1ccccc1	-6	9	2	2	-2	-26	2	1	-4

Next results follow:
canonical_smiles	PME-1 inh	PAFAH1B3 FP inh	PAFAH1B2 FP inh	PAD4 inh	LYPLA1 counter	PREPL inh	pPAFAH inh	LYPLA2 inh	GSTO1 inh
N#Cc1ccccc1N1CCN(C(=O)c2ccc(NC(=O)c3ccc(Br)o3)cc2)CC1	-7	1	3	-2	-6	2	1	-2	-11
Cc1ccc(S(=O)(=O)CC(N)=O)cc1	-5	3	4	3	0	-2	3	2	-3
COc1ccc(S(=O)(=O)N2CCCCCC2)cc1C(=O)N1CCN(c2ccccc2C)CC1	1	9	5	-2	-2	32	7	9	.
COc1ccccc1C/C(N)=N/OC(=O)COc1ccc(C)cc1	-2	2	18	5	-1	-9	6	-4	1
O=C(O)COc1ccc(Br)cc1CP(=O)(c1ccccc1)c1ccccc1	-2	-4	8	-1	-1	-5	6	-2	12
O=S(=O)(Nc1nc2ccccc2[nH]1)c1ccccc1	5	-2	15	-2	-2	-2	4	4	2
COc1ccccc1CNC(=O)C1CCN(C(=O)[C@@H]2Cc3ccccc3CN2)CC1	6	6	0	-1	1	1	2	0	11
COC(=O)c1cc2occc2n1Cc1cccc(C)c1	-5	0	2	-2	0	12	-2	2	14
Cc1noc(C)c1C(=O)Nc1ccc(S(=O)(=O)N2CCCCC2)cc1	3	10	2	1	-4	6	6	2	2
Cc1sc2nc(CSC(C)C(=O)N3CCOCC3)[nH]c(=O)c2c1C (stereo unspecified)	-6	1	7	-6	-2	13	-4	-5	2
Cc1ccc(S(=O)(=O)N2CCCCC2CCNC(=O)C(=O)NCc2ccncc2)cc1 (stereo unspecified)	0	5	0	-3	0	15	6	2	17
Cc1cc2ccccn2c1C(=O)c1ccc(S(=O)(=O)N(C)C)cc1	2	5	9	-2	2	14	2	9	-4
Fc1ccc(CNc2ncnc3cc(Cl)ccc23)cc1	-2	7	0	-5	-4	3	3	-6	-5
O=C(CSc1nccn1-c1cccc(F)c1)NC1CCCC1	.	1	1	-8	.	14	0	.	.
Cc1cccc(C)c1NC(=O)COc1ccc2c(C)c(Cc3ccccc3)c(=O)oc2c1C	-6	-5	1	0	-1	1	4	0	-2

Single entries from the entries so far.
In pPAFAH inh, COC(=O)c1cc2occc2n1Cc1cccc(C)c1 has the entry -2
In PREPL inh, COc1ccccc1CNC(=O)C1CCN(C(=O)[C@@H]2Cc3ccccc3CN2)CC1 has the entry 1
In PAD4 inh, Cc1cc2ccccn2c1C(=O)c1ccc(S(=O)(=O)N(C)C)cc1 has the entry -2
In PME-1 inh, Cc1ccc(S(=O)(=O)CC(N)=O)cc1 has the entry -5

Next part.
Order of results: PME-1 inh, PAFAH1B3 FP inh, PAFAH1B2 FP inh, PAD4 inh, LYPLA1 counter, PREPL inh, pPAFAH inh, LYPLA2 inh, GSTO1 inh
> Cc1ccc(C(=O)Nc2cccc(C(F)(F)F)c2)cc1NC(=O)c1nccnc1N
    -1, 5, 11, 3, -6, 4, -6, -12, -3
> CCOC(=O)c1ccc(NC(=O)c2nc[nH]c2C(=O)NC2CCN(C(=O)OC(C)(C)C)CC2)cc1
    2, 4, -4, 0, -4, 5, 4, 0, 3
> O=C(CCn1c(=S)oc2ccccc21)N1CCN(c2ccc(F)cc2)CC1
    -3, 3, 12, 4, -1, 5, -1, 1, 4
> CCOCCCn1c(=S)[nH]c2cc(C(=O)N3CCC(C(N)=O)(N4CCCCC4)CC3)ccc2c1=O
    -1, 6, 1, -2, 0, 8, 0, 9, 2
> CCN1C(=O)[C@H]2[C@@H](c3ccc(-c4ccc5c(c4)OCO5)c(OC)c3)N[C@@](Cc3ccccc3)(C(=O)OC)[C@H]2C1=O
    2, 2, -5, 1, -2, 2, 9, -4, 3
> COc1ccc(Oc2c(Cl)cnn(-c3ccc(C)cc3)c2=O)cc1
    13, 1, -1, -2, 0, -20, 4, -5, 17
> Cc1nn2c(=S)[nH]nc2[nH]c1=O
    2, 11, 4, 1, -1, 4, 2, -5, 5
> CCC(Oc1cc(Cl)ccc1Cl)C(=O)NN1C(=O)C2C3CCC(C3=C(C)C)C2C1=O (stereo unspecified)
    3, -1, 1, 0, -2, -1, 4, -5, -1
> O=C1CNC(=S)N1C1CCCCCC1
    -10, 2, 9, -7, 3, -9, -2, 0, -7
> O=C(N/N=C/c1ccoc1)c1ccccc1O
    3, 5, 0, -4, -2, 20, 17, 4, 5
> COc1ccc(CCNC(=O)CCCNC(=O)Cn2cnc3sc(C)c(C)c3c2=O)cc1OC
    -1, 6, 2, -3, -1, 12, -2, 5, 5
> COC(=O)c1ccccc1S(=O)(=O)N1CCC(C(=O)N2CCC2)CC1
    1, 6, 7, 1, 0, 21, -3, 4, .
> Cc1ccc(N(CC(=O)NCc2ccco2)C(=O)CNS(=O)(=O)c2ccccc2)c(C)c1
    0, 4, 6, 2, 1, -1, 6, -6, 1
> COc1cc(C(=O)Nc2cc(S(C)(=O)=O)ccc2Cl)ccc1OCC(=O)N1CCOCC1
    2, 5, -3, 1, -1, 6, 4, 10, .
> Cc1ccc(NC2c3ncccc3C(=O)N2Cc2cccs2)cc1 (stereo unspecified)
    -2, 2, -2, 4, -3, -3, -1, -7, 11
> Cc1cccc(C(=O)Nc2ncc(CN3CCOCC3)s2)c1
    -5, 5, -1, 1, 0, 8, -4, 4, 9
> Cn1nnnc1SCc1nnc(-c2ccccc2Br)o1
    4, 2, 5, -1, -3, 10, 10, 6, 9

Reprinted from the results shown for reference:
Order of results: PME-1 inh, PAFAH1B3 FP inh, PAFAH1B2 FP inh, PAD4 inh, LYPLA1 counter, PREPL inh, pPAFAH inh, LYPLA2 inh, GSTO1 inh
> Cc1cccc(C(=O)Nc2ncc(CN3CCOCC3)s2)c1
    -5, 5, -1, 1, 0, 8, -4, 4, 9
> Cn1nnnc1SCc1nnc(-c2ccccc2Br)o1
    4, 2, 5, -1, -3, 10, 10, 6, 9
